# HTT aggregate = inhibitors of mutant huntingtin aggregate formation in PC12 cells. PC12 HttQ103-GFP aggregates, Acumen cytometry, 40 h. Potency, µM (doses to about 46.1 µM), without a hit: at the highest dose activity change, negative = inhibition, most hits filed as inhibitors. 1.1% of 220,000 active; further: potency means the concentration at half of the fitted maximal effect; on the % scale 0 is the no-effect control and ±100 the full control effect; nearly all actives have a fitted effect of over 60% in size
#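 Using laser scanning cytometry, GFP-positive aggregates were counted after lysis of PC12 cells induced with 100 nM tebufenozide to express HTT exon 1 Q103–GFP. Compounds were tested in titration.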
# NPSR antagonist = blocks cAMP signaling of the human neuropeptide S receptor | Q6W5P4 | CHO-NPSR cells, cAMP TR-FRET, antagonist mode | Potency, µM (highest dose often 38.3 µM), for the others: at the top dose activity change, negative = inhibition, hits mostly inhibitors | 1% of 220,000 active | AID 1461; further: potency means the concentration at half of the fitted maximal effect; on the % scale 0 is the no-effect control and ±100 the full control effect; nearly all actives have a fitted effect of over 50% in size; many of its hits are not listed in these tables
# Target sequence (Q6W5P4 whole entry, looked up): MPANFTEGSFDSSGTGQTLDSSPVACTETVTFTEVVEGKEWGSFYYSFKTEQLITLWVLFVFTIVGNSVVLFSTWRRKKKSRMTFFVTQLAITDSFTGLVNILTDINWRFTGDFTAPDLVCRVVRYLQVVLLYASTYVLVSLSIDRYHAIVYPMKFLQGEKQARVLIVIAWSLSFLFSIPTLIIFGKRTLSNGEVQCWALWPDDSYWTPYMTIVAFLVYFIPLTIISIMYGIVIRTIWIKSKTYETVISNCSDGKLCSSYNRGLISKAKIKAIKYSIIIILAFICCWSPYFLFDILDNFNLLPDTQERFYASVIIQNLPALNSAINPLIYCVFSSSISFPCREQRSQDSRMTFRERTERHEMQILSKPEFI
# IMPase Li inh = cell-permeable IMPase inhibitors with lithium potentiation. 0.35% of 210,000 active. Potency, µM (titrated, usually from 59.4 µM), for the others: top-dose activity, negative = IMPase inhibition, actives largely listed as inhibitors. CHO-M1 cells, IP1 TR-FRET (IP-One), carbachol + lithium;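 further: IP1 builds up when IMPase is blocked and the TR-FRET signal falls; potency means the concentration at half of the fitted maximal effect; plate controls were basal vehicle for no effect and high inhibitor control for full effect; nearly all actives have a fitted effect of over 50% in size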
#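 CHO cells stably expressing M1 receptor (2000/well, cultured 16–30 h) treated 30 min at 37C with compound plus low lithium. Cytosolic IP1 by TR-FRET (665/620 ratio and 620 channel) after 10 min lysis; AC50 by Hill fit.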
# LMNA splice mod = changes lamin A minigene splicing in HeLa cells. HeLa LMNA splicing GFP/RFP minigene ratio, 48 h. Potency, µM (doses to about 46.1 µM), for inactives: at the highest dose ratio change, negative = inhibition, most hits filed as inhibitors. 0.01% of 200,000 active. AID 1487; active means well fitted inhibition curve with a large enough effect in the signal ratio, with a control signal flat, not every such curve was filed as active; inconclusive means small, poorly fitted or top-dose-only effect, or effect the other way, or a change in a side signal; the % refers to the signal ratio; further: potency means the concentration at half of the fitted maximal effect; on the % scale 0 is the no-effect control and ±100 the full control effect
#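 S3 HeLa cells stably expressing lamin A-EGFP splicing minigene plus DsRed2, 600 cells/well, 48 h compound exposure at 37C. Laser-scanning cytometry; analysed as GFP (500-530 nm)/RFP (575-640 nm) total intensity ratio; 0.5% DMSO vehicle.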
# CBFb RUNX1 block = blocks binding between human CBF-beta and RUNX1; Q01196+Q13951; AlphaScreen CBFb-His/RUNX1-biotin binding, biochemical; Potency, µM (doses to about 59.8 µM), for inactives: top-dose activity, negative = inhibition, actives largely listed as inhibitors; 230,000 tested, under 10 active; further: % of control where 0% means no effect
# Target sequence (Q01196 whole entry, looked up): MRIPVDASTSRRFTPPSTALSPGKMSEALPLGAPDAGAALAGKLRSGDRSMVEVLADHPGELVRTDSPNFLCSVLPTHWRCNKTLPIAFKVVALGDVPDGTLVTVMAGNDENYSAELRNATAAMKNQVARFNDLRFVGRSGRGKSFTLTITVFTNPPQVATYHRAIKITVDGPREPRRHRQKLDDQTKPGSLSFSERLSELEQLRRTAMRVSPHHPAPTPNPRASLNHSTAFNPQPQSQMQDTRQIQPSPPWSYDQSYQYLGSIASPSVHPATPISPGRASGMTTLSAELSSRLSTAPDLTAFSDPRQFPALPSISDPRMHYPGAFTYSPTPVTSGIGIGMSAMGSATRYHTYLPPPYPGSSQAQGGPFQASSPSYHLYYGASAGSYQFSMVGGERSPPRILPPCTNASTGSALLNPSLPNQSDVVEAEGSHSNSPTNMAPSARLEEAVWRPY
# Target sequence (Q13951 whole entry, looked up): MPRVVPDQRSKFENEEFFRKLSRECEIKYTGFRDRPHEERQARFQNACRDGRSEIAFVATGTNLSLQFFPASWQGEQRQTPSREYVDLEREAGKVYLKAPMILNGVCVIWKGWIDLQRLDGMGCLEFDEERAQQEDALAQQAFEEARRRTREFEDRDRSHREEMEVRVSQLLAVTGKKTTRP
#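 Bead-based AlphaScreen assay; binding partners His-tagged CBF-beta and biotinylated RUNX1 at 30 nM each. Compound exposure 15 min after a 20-min protein preincubation; bead step 90 min; all steps at room temperature.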
# Epigenetic derep = derepresses silenced GFP reporter in murine cells; Potency, µM (highest dose often 53.9 µM), for inactives: at the top dose GFP activation, usual class: activators; AID 1865; murine LDR cells, GFP reporter derepression, 30 h; 0.2% of 280,000 active; further: potency means the concentration at half of the fitted maximal effect; % of control where 0% means no effect; nearly all actives have a fitted effect of over 60% in size
#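 GFP-positive cell count by laser-scanning cytometry (objects 20–120 um) after 30 h, 37 C compound exposure of murine LDR cells; reporter is CMV-GFP integrated at a silenced locus, inducible by HDAC or DNMT inhibitors.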
# Luc counter = Kinase-Glo luciferase inhibition (counter-screen); Kinase-Glo luciferase, ATP luminescence, 8 min; Potency, µM (series often up to 38.3 µM), for inactives: at the highest dose activity change, negative = inhibition, hits mostly inhibitors; 0.28% of 200,000 active; further: potency means the concentration at half of the fitted maximal effect; on the % scale 0 is the no-effect control and ±100 the full control effect; nearly all actives have a fitted effect of over 60% in size
#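 Inhibition of Kinase-Glo luciferase light generation was assessed at 10 uM ATP in pH 7.2 imidazole buffer, with luminescence measured after eight minutes at ambient temperature.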
# * = called active by the depositor; u = inconclusive; x = no result given; [ ] = remark or other dose. Unless noted, the call rests on the fitted dose curve; in most records, active means well fitted curve in the direction sought with a large enough effect; inconclusive means small, poorly fitted or top-dose-only effect, or another doubt; inactive means no such curve, though single readings can be large; an effect the other way counts as inactive or inconclusive. Not all compounds are listed, so the mix of outcomes need not match the whole.
smiles	HTT aggregate	NPSR antagonist	IMPase Li inh	LMNA splice mod	CBFb RUNX1 block	Epigenetic derep	Luc counter
CN1CCN(c2nc(C#N)cc(-c3ccccc3)n2)CC1	25%	-14%[46.1 µM]	21%[38.3 µM]	u	0%	-1.1%	-1%
CCOC(=O)c1c(C)oc2ccc(OCc3cc(C(=O)OC)oc3C)cc12	-12%	-27%[46.1 µM]	18%[38.3 µM]	u	16%	6.3%	-2%
Cc1ccc(CN2CCC(c3nc4ccc(Cl)cc4[nH]3)CC2)cc1	-1%	-8%[46.1 µM]	13%[38.3 µM]	3%[0.0737 µM]	1%	-0.9%	-1%
COC(=O)CCSC(=S)N1CCOCC1	32%[9.22 µM]	32%	x	x	9%	-0.7%	x
CCOC(=O)c1c(-c2ccccc2)csc1NC(=O)CSc1ccccc1	0%	-34%	7%	u	2%	0.0%	1%
CCOC(=O)C1=C(C)Nc2ccccc2N=C1NC(=O)c1cccc(S(=O)(=O)NCc2ccccc2)c1	0%	-24%[46.1 µM]	23%[38.3 µM]	-7%	4%	3.5%	0%
COCCNC(=S)N1CCC(NC(=O)Nc2ccc(C)cc2)CC1	2%[9.22 µM]	-2%	2%	-6%[46 µM]	10%	-2.6%	0%
c1nnn(C23CC4CC(CC(C4)C2)C3)n1	12%	3%[46.1 µM]	7%	-10%	8%	0.0%	1%
COc1ccc(S(=O)(=O)Nc2ccccc2C)cc1	-8%	-10%[46.1 µM]	24%[38.3 µM]	-15%	4%	-2.0%	0%
CN1CC(=O)N(CC(=O)NCc2ccc(F)cc2)c2ccccc2C1=O	-13%	31%[46.1 µM]	28%[38.3 µM]	-2%	-2%	3.0%	25%
COc1ccc(/C=C/C(=O)c2ccc(OC)cc2O)cc1	-6%	1%	4%	u	-8%[13.1 µM]	0.8%[10.1 µM]	-2%
O=C(O)CCc1nc2ccccc2[nH]1	10%	x	6%	x	x	x	-5%[7.66 µM]
CCC1=C(OC(=O)N(CC)CC)N2C(=O)OC(=NCC3CC3)[C@]2(C)[C@H]2C1=CC[C@H]1C(=O)N(c3ccccc3)C(=O)[C@H]12	x	x	5%	x	7%	4.7%	-2%
Cc1ccc(S(=O)(=O)N2CCN(C(=O)Cn3nc(C(=O)O)c4ccccc4c3=O)CC2)cc1	-16%[9.22 µM]	3%	x	14%[46 µM]	-2%	1.1%	x
CCO[C@@H]1OC(C(=O)N2CCN(Cc3ccc4c(c3)OCO4)CC2)=C[C@H](c2ccc(C(F)(F)F)cc2)[C@H]1CCCO	25%[9.22 µM]	u	7%	x	21%	-3.3%	x
COc1ccc(OCC(=O)N2CCN(C(=O)c3ccco3)CC2)cc1	22%	-13%[46.1 µM]	-23%[38.3 µM]	16%	7%	2.5%	2%
Cc1cccc(OCc2nnc(SCC(=O)N3c4ccccc4CCc4ccccc43)o2)c1	4%[9.22 µM]	-44%	x	x	25%	0.0%	x
CCOC(=O)c1sc(NC(=O)CNCc2ccccn2)c(C(=O)OCC)c1C	13%[9.22 µM]	47%	x	-24%[46 µM]	-3%	1.1%	x
COc1ccccc1Nc1nc(NCc2ccco2)c2ccccc2n1	-23%[9.22 µM]	u	x	x	0%	-0.5%	x
Oc1[nH]c2ccccc2c1N=Nc1nc(Nc2ccccc2)nc(N2CCOCC2)n1	-11%[9.22 µM]	-29%	x	x	1%	13%	x
CNC(=O)NC(=O)CSc1nnc(-c2ccco2)n1Cc1ccccc1	-2%	0%[46.1 µM]	-13%[38.3 µM]	13%	-1%	-0.4%	-5%
O=C(Cc1ccccc1)n1nc(-c2ccccc2)nc1NCc1ccco1	-15%	-12%[46.1 µM]	7%[38.3 µM]	-7%	-5%	1.7%	14%
O=C(NNS(=O)(=O)c1ccccc1)c1ccc(S(=O)(=O)N2CCCCC2)cc1	-2%	3%	-15%	3%	-4%	-0.5%	-2%
CC1CCCN(C(=O)N2c3ccccc3Sc3ccccc32)C1 (stereo not drawn)	-11%	-22%[46.1 µM]	12%[38.3 µM]	u	8%	-8.7%	-7%
COc1ccccc1CSc1ncc(-c2ccc([N+](=O)[O-])cc2)[nH]1	-23%	-26%	3%	-19%	u	-1.9%	-1%
CCCn1c(C)nc2c(NCC(C)(C)CN(C)C)nc(C)nc21	x	x	7%	x	-2%	3.9%	-3%
CN(C)c1ccc(/C=N\NC(=S)SCN2C(=O)C3CCC(C)(C2=O)C3(C)C)cc1 (stereo not drawn)	-17%	-11%	8%	-1%	3%	-1.0%	2%
Nc1nc(CN2CCCCC2)cs1	-8%	-4%[46.1 µM]	-9%	-9%	1%	0.0%	10%
Cc1ccc(NC(=O)CCNS(=O)(=O)c2ccc3c(c2)c(=O)n(C)c(=O)n3C)cc1C	-2%	-1%	-5%	x	6%	-1.5%	-1%
CCCCC(CC)C(=O)Nc1cc([N+](=O)[O-])ccc1F (stereo not drawn)	-15%	-14%	2%	1%[46 µM]	3%	8.2%	2%

# An excerpt from above with just HTT aggregate and NPSR antagonist:
Molecule | HTT aggregate | NPSR antagonist
Nc1nc(CN2CCCCC2)cs1 | -8% | -4%[46.1 µM]
Cc1ccc(NC(=O)CCNS(=O)(=O)c2ccc3c(c2)c(=O)n(C)c(=O)n3C)cc1C | -2% | -1%

# The list continues:
smiles	HTT aggregate	NPSR antagonist	IMPase Li inh	LMNA splice mod	CBFb RUNX1 block	Epigenetic derep	Luc counter
O=C(c1ccc(COc2ccc(Cl)cc2)cc1)N1CCCCC1	5%[9.22 µM]	-15%	14%	5%[46 µM]	4%	0.0%[10.1 µM]	-3%
COc1ccccc1N1CCN(C(=O)CN(c2ccccc2OC)S(=O)(=O)c2ccccc2)CC1	5µM*	-28%[46.1 µM]	32%[38.3 µM]	-1%	-4%	-2.1%	-1%
Cc1ccc(NC(=O)C2C3CCCC2C3c2ccccc2)c(C)c1 (stereo not drawn)	1%	5%	2%	-6%	-17%	0.0%	-1%
COc1ccc(OC)c(NC(=S)N(CCc2c(C)[nH]c3ccc(C)cc23)Cc2cccs2)c1	7%	-10%	3%	u	-20%[2.36 µM]	-2.9%	0%
O=C(Nc1ccccc1F)Nc1cccc2ccc(O)cc12	-12%[9.22 µM]	-16%	x	x	-6%	-1.1%	x
NC(C(=O)NC1C(=O)N2C(C(=O)O)=C(Cl)CSC12)c1ccccc1 (stereo not drawn)	x	x	17%	x	u	-1.3%	-6%
COC(=O)/C(C#N)=C/c1ccc(C)o1	17%	4%	2%	2%[46 µM]	-5%	-1.3%	0%
COc1ccc(Cn2c(=O)[nH]c3cc(C(=O)Nc4ccc(N5CCN(C)CC5)cc4)ccc32)cc1	16%	22%	-5%	u	-2%	-1.0%	4%
Cc1cc(C(=O)CN2C(=O)C(=O)N(CC(C)C)C2=O)c(C)n1-c1ccccc1F	-21%	21%	-8%	x	-5%	-0.1%	-2%
O=C(NNC(=O)c1c(F)cccc1F)c1ccccc1-n1cccc1	14%	10%	-13%	u	14%	2.6%	6%
CC(=O)NC1=NN(C(C)=O)C2(CCCCC2)S1	-3%	1%[46.1 µM]	6%	4%	15%	-4.0%	-1%
CCOC(=O)CNc1nc(C(C)(C)C)nc2c1nnn2Cc1ccccc1Cl	-6%	-28%[46.1 µM]	3%[38.3 µM]	u	11%	-0.1%	10%
O=C(CNC(=S)NC(=O)c1ccc(Cl)cc1)c1ccccc1	18%	-4%	10µM*	13%	7%	1.1%	-1%
Cc1cc(NC(=O)Nc2ccc(F)cc2F)n(C)n1	u	11%	-9%	x	-10%	-5.6%	-1%
c1ccc(-c2nc(-c3ccncc3)no2)cc1	15%	8%[46.1 µM]	-4%[38.3 µM]	5%	7%	-0.7%	-29%
CN(CCN1CCOCC1)Cc1nc(-c2ccccc2)no1	15%[9.22 µM]	23%	11%	24%[46 µM]	6%	0.9%	-7%
Cc1ccccc1CN(C)CC(=O)NC(C)CCc1ccccc1 (stereo not drawn)	-11%	-28%	16%	x	-13%	5.6%	1%
CCN(CC)C(=O)C1CCCN(C/C(C)=C/c2ccccc2)C1 (stereo not drawn)	10%	12%[46.1 µM]	19%[38.3 µM]	1%	6%	-1.1%	1%
O=C(OCc1nc2ccccc2s1)c1cccc(S(=O)(=O)N2CCOCC2)c1	-2%	u	-1%[38.3 µM]	u	1%	-3.6%	-4%
COc1ccc2[nH]cc(C(O)CN3CCN(c4ccccc4)CC3)c2c1 (stereo not drawn)	u	-5%[46.1 µM]	x	u	16%	5.3%	x
O=C(CSc1nnc(-c2ccc(F)cc2)o1)NC1CCCCC1	1%[9.22 µM]	-7%	5%	19%[46 µM]	4%	1.1%	0%
O=C(CCN1CCN(Cc2ccccc2)CC1)Nc1cccc(Cl)c1	6%	0%[46.1 µM]	5%[38.3 µM]	u	9%	-7.3%	2%
O=C(O)CC12CC3CC(C1)CC(n1cncn1)(C3)C2	6%	21%	3%	u	2%	0.2%	-2%
Cc1ccc(-n2cc3c(=O)n(C)c(=O)n(C)c3c2)cc1C	9%	-3%[46.1 µM]	1%[38.3 µM]	-1%	0%	0.8%	0%
COc1ccc(C2CC(=O)C3=C(C2)Nc2ncnn2C3c2ccccc2)cc1 (stereo not drawn)	5%	u	18%[38.3 µM]	-2%	5%	-2.0%	-3%
COc1ccc(OC)c(C2CC(c3c(-c4ccccc4)c4cc(Cl)ccc4[nH]c3=O)=NN2S(C)(=O)=O)c1 (stereo not drawn)	27%	u	17%[38.3 µM]	7%	4%	u	-7%
Cc1cc(NC(=O)COc2ccccc2C)no1	-5%[9.22 µM]	-12%	-6%	x	-8%	4.3%	-3%
O=C(CSc1nnc(-c2ccc(S(=O)(=O)N3CCCC3)cc2)o1)NCc1ccco1	30%	-3%[46.1 µM]	-1%[38.3 µM]	-2%	-27%	-1.1%	-3%
CC(=O)c1cccc(NC(=O)N2CCCC2C(=O)NCCc2ccccc2)c1 (stereo not drawn)	8%	0%[46.1 µM]	20%[38.3 µM]	-1%	-2%	0.0%	-3%
O=C1C=C(O)C(n2cncn2)C(c2cc(F)ccc2F)C1 (stereo not drawn)	28%	12%	-5%	x	0%	-0.1%	-1%
COc1ccc(CNC(=O)c2c([S-])n(-c3ccc(C)cc3)c3cccc[n+]23)cc1	-12%	-46%	u	-20%[46 µM]	-6%	-1.4%	3%
O=C(N1CCOCC1)n1nnc2ccccc21	9%	-9%[46.1 µM]	-4%[38.3 µM]	1%	2%	0.2%	-6%

# Compound activity deposited in PubChem by National Center for Advancing Translational Sciences (NCATS).
